High-throughput results (PubChem)
LEDGF integ inh: blocks HIV-1 LEDGF/p75-dependent DNA integration; AID 743269; 370,000 compounds, 0.64% hits; inhibition, % at 3.7 µM; TR-FRET IN-LEDGF/p75 DNA integration, Eu/Cy5;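 active = inhibition above the screen-wide mean plus 3 SD, cut at about 13% in these data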;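 note: signal is the Cy5 over europium emission ratio at 671 and 618 nm; 0% = plate median of compound wells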
TDP2 inh: TDP2 (human) inhibition, absorbance primary screen | O95551 | recombinant TDP2, T5PNP hydrolysis, p-nitrophenol absorbance 415 nm | inhibition, % at 12.8 µM | 370,000 compounds, 0.34% hits | AID 720702;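 active = inhibition above the mean of all tested compounds plus 3 SD, set per campaign, cut at about 25% in these data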;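 note: 0% = DMSO with enzyme and 100% = buffer with substrate but no TDP2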
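Assay system: Recombinant human TDP2 | Quantity: 120 nM TDP2 per well | Incubation: 2 h at 37 °C | Signal: Epi absorbance | Evaluation: Percent inhibition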
ADAM10 inh: inhibits human ADAM10; O14672; 370,000 compounds, 0.62% hits; inhibition, % at 7 µM; recombinant ADAM10, EDANS/DABCYL FRET peptide cleavage, 3 h;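 active = inhibition above a per-campaign cutoff equal to the mean of compounds falling between control-based bounds plus 3 SD, cut at about 20% in these data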;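 note: 0% = DMSO wells while the 100% control is not disclosed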
Target sequence (O14672 214-748 limits assumed): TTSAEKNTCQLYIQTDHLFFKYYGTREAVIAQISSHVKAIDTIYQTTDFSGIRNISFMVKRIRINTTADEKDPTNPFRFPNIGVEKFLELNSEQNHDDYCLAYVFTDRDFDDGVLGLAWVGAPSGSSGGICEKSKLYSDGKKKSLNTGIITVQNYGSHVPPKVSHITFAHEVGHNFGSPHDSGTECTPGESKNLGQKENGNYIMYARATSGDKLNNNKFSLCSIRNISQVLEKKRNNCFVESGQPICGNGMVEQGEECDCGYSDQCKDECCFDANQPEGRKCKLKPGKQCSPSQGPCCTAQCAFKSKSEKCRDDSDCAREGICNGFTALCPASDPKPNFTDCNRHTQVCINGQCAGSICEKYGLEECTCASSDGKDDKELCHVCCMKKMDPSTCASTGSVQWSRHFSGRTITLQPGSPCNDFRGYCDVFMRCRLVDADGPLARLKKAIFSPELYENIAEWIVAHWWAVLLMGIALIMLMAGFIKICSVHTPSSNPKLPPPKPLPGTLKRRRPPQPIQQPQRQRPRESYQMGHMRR
KLK7 zymogen act: activators of human kallikrein-7 zymogen. activation, % at 7 µM. purified proKLK7, EDANS-DABCYL substrate fluorescence; 100% is mature enzyme control, 0% vehicle. AID 652039. 370,000 compounds, 0.9% hits;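 active = activation above the mean of all tested compounds plus 3 SD, computed per campaign excluding outliers beyond control limits, cut at about 13% in these data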
Target sequence (P49862 whole entry, looked up): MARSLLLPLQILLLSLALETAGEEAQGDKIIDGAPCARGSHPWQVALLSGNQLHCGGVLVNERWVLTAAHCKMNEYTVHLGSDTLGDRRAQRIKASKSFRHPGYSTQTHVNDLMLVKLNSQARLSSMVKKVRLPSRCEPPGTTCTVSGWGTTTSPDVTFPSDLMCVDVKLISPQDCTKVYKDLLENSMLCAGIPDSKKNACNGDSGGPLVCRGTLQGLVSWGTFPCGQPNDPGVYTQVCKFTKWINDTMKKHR
Tn7 DDE FP: inhibitors of Tn7 peptide binding to human fibrin DD(E) | inhibition, % at 8.3 µM | FP displacement of FITC-Tn7 peptide from fibrin DD(E); 0% = median of compound wells per plate | 370,000 compounds, 0.13% hits | P02675;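 active = inhibition above the mean of compounds falling within the control limits plus 3 SD of them, cut at about 14% in these data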;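 note: 0% = plate median of compound wells and 100% = 10 µM Aha-Tn7 peptide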
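Measure: % inhibition scaled between sample-field median and high-control FP; Test system: human fibrin DD(E); Quantity: 2 µM final DD(E) protein; Doses: one dose, 8.3 µM nominal; Schedule: compound with protein 10 min, then 3 h after probe, room temperature; Detection: fluorescence polarization; Medium: Tris buffer with calcium and detergent, pH 7.8.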
ADAM17 inh: inhibitors of human ADAM17; recombinant ADAM17, EDANS/DABCYL FRET peptide cleavage; inhibition, % at 6.95 µM; P78536; 370,000 compounds, 0.83% hits;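 active = inhibition above the mean of compounds lying between control limits plus 3 SD, set per campaign, cut at about 8.5% in these data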;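 note: 0% = DMSO-only wells as the low control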
ARFGAP1 inhibitor: rat ARFGAP1 inhibition; AID 651572; Arfgap1-stimulated ARF1 GTP hydrolysis, GDP FP detection; Q62848; inhibition, % at 16.5 µM; 360,000 compounds, 0.26% hits;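 active = inhibition above a per-plate limit, mean inhibition of low control wells plus 3 SD, cut at about 25% in these data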;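 note: 0% = DMSO wells with enzyme and 100% = wells lacking Arfgap1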
Target sequence (Q62848 1-136 limits assumed): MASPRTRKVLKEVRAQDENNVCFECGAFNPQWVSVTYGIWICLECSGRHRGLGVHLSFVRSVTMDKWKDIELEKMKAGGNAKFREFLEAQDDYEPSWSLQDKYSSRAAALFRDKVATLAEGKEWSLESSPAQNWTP
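System: truncated rat Arfgap1 GAP domain / Medium: HEPES-based buffer, pH 7.5 / Also added: N-terminally truncated human ARF1-GTP substrate / Incubation: enzyme reaction 120 min at 25 °C after 20 min preincubation / Measured by: FP of antibody-bound GDP Alexa 633 tracer, ex 620/em 688 nm / Replicates: singlicate, each compound tested once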
ASAP1 GAP inh: inhibitors of human ASAP1 ArfGAP activity. Q9ULH1. ASAP1-stimulated ARF1 GTP hydrolysis, GDP FP detection. inhibition, % at 16.5 µM. 360,000 compounds, 0.19% hits. AID 624377; in the data active = inhibition above about 25%;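 note: 0% = vehicle with enzyme and substrate and 100% = no enzyme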
PLCg1 inh: blocks human PLC-gamma1 enzyme activity; AID 720700; inhibition, % at 12.2 µM; purified PLC-gamma1, fluorogenic substrate, fluorescence; 370,000 compounds, 0.84% hits; in the data active = inhibition above about 9.5%
Tn6 DDE FP: DD(E)-Tn6 binding inhibition, primary FP screen; P02675; Fibrin DD(E) TRITC-Tn6 fluorescence polarization displacement; inhibition, % at 8.3 µM; 370,000 compounds, 0.21% hits;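 active = inhibition above a per-campaign cutoff: mean of compounds within control limits plus 3 SD, cut at about 15% in these data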;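 note: 0% = median of all compound wells on the plate and 100% = blocking peptide control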
Active calls of the source: *; nt = no result given.

SMILES	LEDGF integ inh	TDP2 inh	ADAM10 inh	KLK7 zymogen act	Tn7 DDE FP	ADAM17 inh	ARFGAP1 inhibitor	ASAP1 GAP inh	PLCg1 inh	Tn6 DDE FP
CN(C)C(=O)c1cn(-c2ccc(Cl)cc2)c(=O)c2ccccc12	-4	0	-21	0.3	-5	-7	1	0	-3	3
CCc1ccc(NC(=S)N(Cc2cccc(Br)c2)CC2CCC(C(=O)O)CC2)cc1 (stereo not drawn)	4	-4	-1	0.2	-5	1	-7	4	3	8
COc1ccccc1-c1csc(C(O)c2ccc(F)cc2)n1 (stereo not drawn)	0	5	2	0.3	6	3	6	-14	0	6
O=C1c2ccccc2C(=O)N1CSc1nnnn1-c1ccccc1	4	-7	7	-0.6	3	2	-8	10	0	2
COc1ccc(-n2nnnc2SCC(N)=O)cc1	-2	2	8	0.1	-7	0	-2	21	1	-5
COC(=O)c1cc(NC(=O)C2(S(=O)(=O)c3ccc(C)cc3)CC2)cc(C(=O)OC)c1	2	-17	-10	-1.0	-12	2	10	22	6	-3
COc1ccc2nc3cc([N+](=O)[O-])ccc3c(NNc3ccc([N+](=O)[O-])cc3)c2c1	-3	2	-3	0.2	0	-4	16	4	-2	-4
CC(C)C(c1nnnn1Cc1ccccc1)N1CCN(Cc2ccc3c(c2)OCO3)CC1 (stereo not drawn)	2	-8	-5	0.4	0	0	7	-1	1	2
CN(C(=O)COC(=O)/C=C/c1ccc2ccccc2n1)C1CCS(=O)(=O)C1 (stereo not drawn)	-3	6	-30	-0.2	3	-13	5	5	-6	-3
Cc1ccc([C@H]2C[C@@H](O)[C@H](n3cc(COC(=O)c4ccccc4)nn3)CN2C(=O)C2CCCCC2)cc1	1	-3	4	-0.3	-1	3	4	4	2	-6
CCNc1nc(Cl)nc(NC2CCCCC2)n1	-2	-10	-1	-0.2	5	0	-5	-8	0	7
Fc1nc(F)c(F)c(NCCCNc2c(F)c(F)nc(F)c2F)c1F	8	-7	9	1.0	0	2	-2	11	2	-2
Cc1nc(CCNC(=O)CC2C(=O)NCCN2Cc2ccccc2)nc2c1CCC2 (stereo not drawn)	3	-1	-36	1.6	-11	-14	1	-2	-35	4
COc1c(C)cc(C(=O)C2CCCN(S(=O)(=O)c3c(C)noc3C)C2)cc1C (stereo not drawn)	0	-8	5	0.9	-8	3	11	1	2	-4
COc1ccc(C(=O)NNC(=O)C(=O)NC(C)c2ccccc2)cc1OC (stereo not drawn)	5	3	2	0.2	-5	1	10	6	2	3
COc1ccc(Sc2ccc(/C=C3\C(=O)NN(c4ccccc4)C3=O)o2)cc1	1	2	3	0.1	10	-1	4	-5	-6	-5
Nc1cccc2[nH]c(C(F)(F)F)nc12	8	32*	-9	2.5	5	-4	10	0	-16	11
O=C1C(SC(F)(F)C(F)F)=C(C(F)(F)F)OC2C3C=CC(C3)C12 (stereo not drawn)	2	7	3	0.6	1	-2	-3	-4	-1	-2
Cc1ccc(-c2csc(NC(=O)CSc3nc4ccccc4c(=O)n3CCCN(C)C)n2)cc1	-1	4	-3	-1.0	10	-1	6	-9	-2	-5
CCOC(=O)CSC(=S)NC(=O)c1ccc(OC)cc1	-3	6	-5	0.1	3	-5	-3	-8	0	-7

Two entries drawn at random from those above:
SMILES	LEDGF integ inh	TDP2 inh	ADAM10 inh	KLK7 zymogen act	Tn7 DDE FP	ADAM17 inh	ARFGAP1 inhibitor	ASAP1 GAP inh	PLCg1 inh	Tn6 DDE FP
COc1ccccc1-c1csc(C(O)c2ccc(F)cc2)n1 (stereo not drawn)	0	5	2	0.3	6	3	6	-14	0	6
Cc1ccc([C@H]2C[C@@H](O)[C@H](n3cc(COC(=O)c4ccccc4)nn3)CN2C(=O)C2CCCCC2)cc1	1	-3	4	-0.3	-1	3	4	4	2	-6

Following part:
SMILES	LEDGF integ inh	TDP2 inh	ADAM10 inh	KLK7 zymogen act	Tn7 DDE FP	ADAM17 inh	ARFGAP1 inhibitor	ASAP1 GAP inh	PLCg1 inh	Tn6 DDE FP
COc1ccc(C(NCC(=O)NC(C)c2ccc(Cl)cc2)c2ccccc2)cc1 (stereo not drawn)	4	-10	15	0.4	5	3	15	3	6	2
COC(=O)c1cccc(C(=O)N2CCCC(CCC(=O)N(C)CCc3ccccn3)C2)c1 (stereo not drawn)	1	-3	2	-0.3	-1	-2	-2	-10	-1	-8
CSc1ccc(CNc2nnnn2C)cc1	1	6	5	0.2	1	0	8	-1	5	1
Cn1c(SCc2ccccc2C#N)nc2ccccc2c1=O	0	4	0	0.0	-3	-1	1	-7	-2	-2
CC1CN(S(=O)(=O)c2ccc(C(=O)Nc3ccc(S(=O)(=O)Nc4nccs4)cc3)cc2)CC(C)O1 (stereo not drawn)	1	-6	8	0.2	0	3	7	-15	-1	3
CCOc1cc(C(=O)Nc2cc(OC)cc(OC)c2)ccc1OCC(=O)N1CCOCC1	1	9	-1	0.3	0	-3	-8	-2	-1	-7
O=C(NCCc1c[nH]c2ccccc12)c1ccc2c(c1)ncn2C1CCCCC1	0	-1	-1	0.1	0	3	nt	nt	-1	-9
CCOC(=O)C1(Cc2ccc(Cl)cc2)CCN(C(=O)c2cc(C)nc(C)n2)CC1	3	0	-3	0.6	-4	-2	0	2	0	-3
COc1ccc(NC(=O)c2ccc3c(c2)CCN3S(=O)(=O)c2ccccc2)c(OC)c1	-5	-2	7	-0.3	5	5	4	4	1	-2
Cc1ccc2nc(NC(=O)CN(C)S(=O)(=O)c3ccc(Br)s3)sc2c1	-1	-4	24*	0.0	-3	10*	13	15	4	-13
COc1cc(OC)cc(C(=O)NCCSc2c[nH]c3ccccc23)c1	2	12	9	-0.1	0	3	4	-3	1	0
Nn1cc(-c2ccccc2)nc1SCC(=O)NCCN1C(=O)CSC1=O	-1	-18	8	0.3	7	3	0	6	-6	-3
CSc1sc(-c2nnc(SCC(=O)Nc3ccc(Cl)cc3)n2C)c2c1C=CCC2	-1	-5	-2	0.2	3	-2	-18	-12	0	3
CCOC(=O)c1ccc(NC(=O)CCOc2ccc(C)cc2)cc1	-1	1	4	0.0	-1	0	-14	4	1	8
CCCCN1C(=S)NC[C@@H]1Cc1ccccc1	-3	-5	-1	0.1	-2	1	-6	7	3	-3
COc1ccc(/C=C/C(=O)OCC(=O)Nc2ccc3c(c2)OCO3)cc1	-2	7	-7	-0.7	-3	-3	-6	-5	-6	0
Cc1cccc(NC(=O)CN2CCOCC2)c1C	-1	11	1	-0.2	4	-2	-8	-18	1	1
CC(=O)N(Nc1ccccc1)c1ccccc1	0	9	-8	-0.5	5	-6	-11	2	0	0
COCCNC(=O)C1CCCN(C(=O)c2cccnc2Oc2ccccc2)CC1 (stereo not drawn)	0	1	-11	0.0	-9	1	-2	3	3	-1
Nc1nc(COc2ccc(F)cc2Cl)nc(N2CCCCC2)n1	8	-18	12	-0.1	-2	8	-6	-6	6	-12
O=C1C(=Cc2ccc(Cl)cc2)CCc2ccccc21	-2	2	-10	-1.1	-7	-3	-2	-5	2	0
CCN(CC)C(=O)Cn1c(=O)n(C)c2ccccc21	0	10	5	-0.2	0	-1	-5	-2	0	6
CCN(CC)C(=O)C1c2ccccc2Oc2ccccc21	-2	-10	3	0.2	7	-4	-5	5	-11	13
Cc1ccc(NC(=O)c2ccc(-n3cccn3)c([N+](=O)[O-])c2)cc1	0	-10	4	0.7	4	3	-16	-8	-3	1
CCCOc1ccc(Oc2c(Cl)cnn(Cc3cccc4ccccc34)c2=O)cc1	-4	-8	-13	1.0	0	-7	nt	nt	-2	-4
Cc1ccc(C(O)P(=O)(OCCC(C)C)c2ccc(N(C)C)cc2)cc1 (stereo not drawn)	-4	-8	-11	-0.5	0	0	1	5	2	-7
Cc1c(C(=O)O)nnn1-c1ccccc1	-1	-2	3	0.0	1	0	6	-9	-17	1
CC12CCC(=O)C=C1CCC1C2C(O)CC2(C)C1CCC2(O)C(=O)CO (stereo not drawn)	-2	-4	-17	0.0	-2	-6	0	3	11*	-7
CSCCC1NC(=O)N(CC(=O)Nc2ccc(Cl)c(S(=O)(=O)N3CCOCC3)c2)C1=O (stereo not drawn)	-4	-1	-19	0.2	-3	7	13	9	6	-5
Cc1ccccc1-c1nc2c3ccccc3nc(=S)n2[nH]1	4	-10	-2	0.3	-2	1	2	-4	0	1
CSc1ccccc1N=Cc1nc(-c2ccccc2)oc1O	-3	-4	2	-0.1	3	5	5	2	-4	-9
COc1cc(/C=C2/CC/C(=C/c3ccc(O)c(OC)c3)C2=O)ccc1O	5	-16	10	-0.3	-11	4	14	-9	-57	-4

By substructure: the entries above containing an aryl thioether with sulfur outside any ring
SMILES	LEDGF integ inh	TDP2 inh	ADAM10 inh	KLK7 zymogen act	Tn7 DDE FP	ADAM17 inh	ARFGAP1 inhibitor	ASAP1 GAP inh	PLCg1 inh	Tn6 DDE FP
O=C1c2ccccc2C(=O)N1CSc1nnnn1-c1ccccc1	4	-7	7	-0.6	3	2	-8	10	0	2
COc1ccc(-n2nnnc2SCC(N)=O)cc1	-2	2	8	0.1	-7	0	-2	21	1	-5
COc1ccc(Sc2ccc(/C=C3\C(=O)NN(c4ccccc4)C3=O)o2)cc1	1	2	3	0.1	10	-1	4	-5	-6	-5
Cc1ccc(-c2csc(NC(=O)CSc3nc4ccccc4c(=O)n3CCCN(C)C)n2)cc1	-1	4	-3	-1.0	10	-1	6	-9	-2	-5
CSc1ccc(CNc2nnnn2C)cc1	1	6	5	0.2	1	0	8	-1	5	1
Cn1c(SCc2ccccc2C#N)nc2ccccc2c1=O	0	4	0	0.0	-3	-1	1	-7	-2	-2
COc1cc(OC)cc(C(=O)NCCSc2c[nH]c3ccccc23)c1	2	12	9	-0.1	0	3	4	-3	1	0
Nn1cc(-c2ccccc2)nc1SCC(=O)NCCN1C(=O)CSC1=O	-1	-18	8	0.3	7	3	0	6	-6	-3
CSc1sc(-c2nnc(SCC(=O)Nc3ccc(Cl)cc3)n2C)c2c1C=CCC2	-1	-5	-2	0.2	3	-2	-18	-12	0	3
CSc1ccccc1N=Cc1nc(-c2ccccc2)oc1O	-3	-4	2	-0.1	3	5	5	2	-4	-9
